Screening data as filed in PubChem BioAssay.
SR-BI DiI inh – inhibitors of SR-BI mediated HDL lipid uptake, primary screen, ldlA[mSR-BI] cells, fluorescence, single point. ldlA[mSR-BI] CHO cells, DiI-HDL uptake fluorescence, 3 h. inhibition, % at 12.5 µM. 0.96% of 320,000 active. AID 488896, 2010;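 active means mean replicate inhibition of at least 70% and a set share of replicates each scoring 70 or more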;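 further: 0% = median of neutral control wells and 100% = median of positive control wells; values of inactives mirror those of a sister screen read the other way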
Wnt bcat act – Wnt/beta-catenin pathway activators, primary screen, cell-based, plate reader, single point; AID 743398, 2014; 1.2% of 300,000 active; activation, % at 9.35 µM; Wnt/beta-catenin reporter cell assay, activator; in the data active means activation above about 30%, passing the limit was not always enough;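 further: 0% = neutral control wells and 100% = positive control wells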
HTR5A ag – HTR5A agonists in luminescence cell assay, primary screen, counter-screen for OPRM1-OPRD1 heterodimer agonist project, full-deck HTS; 5-hydroxytryptamine receptor 5A (Homo sapiens), P47898; 0.61% of 340,000 active; activation, % at 9.3 µM; cell-based; in the data active means activation mostly above about 9.5%, no sharp cut-off; inactive means mostly below about 7.6%;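 further: 0% = cells with vehicle only and 100% = reference agonist; strong numbers were not always called active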
PvdQ inh – P. aeruginosa PvdQ acylase inhibitors, primary screen, biochemical, fluorescence, plate reader and imaging, single point; purified PvdQ acylase; 0.063% of 340,000 active; inhibition, % at 10 µM; PvdQ acylase [Pseudomonas aeruginosa LESB58]; in the data active means inhibition above about 30%, passing the limit was not always enough;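 further: 0% = vehicle neutral wells and 100% = reference inhibitor wells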
dFosB act – activators of delta FosB homodimer, primary screen, biochemical, fluorescence polarization, TAMRA-CDK5 oligo, single point; activation, % at 25 µM; Protein FosB (Mus musculus), P13346; purified delta FosB; percent of positive-control signal above neutral wells; 0.99% of 340,000 active; AID 493131, 2011;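 active means mean activation above about 17%, with every replicate also reaching it, limit read from the data, passing the limit was not always enough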;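 further: fluorescence polarization rise as delta FosB binds a TAMRA Cdk5 AP-1 oligo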
MITF act – activators of MITF-driven TRPM1 promoter reporter, primary screen, cell-based, SK-MEL-5, luciferase, single point; SK-MEL-5 TRPM1-promoter luciferase, 24 h; % of positive control, neutral wells = 0; 0.75% of 300,000 active; activation, % at 12.5 µM;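 active means mean activation of at least 80% with every replicate also reaching 80%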;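 further: 0% = neutral control wells and 100% = parthenolide positive control wells; values of inactives mirror those of a sister screen read the other way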
RTF Ca sens act – cardiac RTF calcium sensitivity activators, primary screen, biochemical, IANBD-TnC fluorescence, EC20 calcium; IANBD-labeled TnC RTF fluorescence at EC20 calcium; 0% EC20 calcium, 100% full calcium; activation, % at 7.2 µM; 0.24% of 340,000 active; Troponin I, cardiac muscle (Homo sapiens) + Troponin T, cardiac muscle (Homo sapiens) + …;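 active means activation above the mean over all tested compounds plus 3 SD, cut at about 30% in these data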;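 further: rise in fluorescence read as greater calcium sensitivity of cardiac thin filaments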
SR-BI uptake up – activators of SR-BI mediated DiI-HDL uptake, primary screen, ldlA[mSR-BI] CHO cells, DiI fluorescence. 3 h; 100 = double the neutral-control signal. activation, % at 12.5 µM. 0.096% of 320,000 active. AID 504775, 2011;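 active means mean replicate activation of at least 60% and every replicate at or above 60%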;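 further: 0% = median plate neutral-control signal and 100% = twice that signal; values of inactives mirror those of a sister screen read the other way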
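Assay system: CHO ldlA[mSR-BI] cells, LDL receptor-null, SR-BI overexpressing; medium: Ham's F12 with 0.5% BSA, HEPES 25 mM, pH 7.4; also added: DiI-HDL 10 µg/mL; timing: 3 h uptake period with compound, 37 °C; signal: DiI fluorescence, bottom read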
Rtt109 Vps75 – inhibitors of C. albicans Rtt109/Vps75 HAT, primary screen, biochemical, ThioGlo CoA-SH fluorescence, plate reader | Histone acetyltransferase RTT109 (Candida albicans (strain SC5314 / ATCC MYA-2876)), … | purified Rtt109/Vps75, 4 h | inhibition, % at 34.9 µM | 0.16% of 330,000 active | AID 540336, 2011;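 active means inhibition of at least 50% in every replicate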
Target sequence (Q5AAJ8 whole entry, looked up): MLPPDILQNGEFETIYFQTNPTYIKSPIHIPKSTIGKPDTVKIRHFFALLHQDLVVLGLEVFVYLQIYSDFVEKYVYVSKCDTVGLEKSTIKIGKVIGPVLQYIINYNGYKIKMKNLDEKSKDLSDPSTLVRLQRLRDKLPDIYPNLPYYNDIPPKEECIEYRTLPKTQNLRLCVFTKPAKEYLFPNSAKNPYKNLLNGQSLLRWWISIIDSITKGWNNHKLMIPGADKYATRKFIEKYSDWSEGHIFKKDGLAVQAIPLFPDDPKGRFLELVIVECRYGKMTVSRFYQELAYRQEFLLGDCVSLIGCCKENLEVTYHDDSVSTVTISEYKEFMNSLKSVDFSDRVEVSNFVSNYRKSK
CDK5 inh – inhibitors of human CDK5/p35 kinase, primary screen, biochemical, single concentration; Cyclin-dependent kinase 5 (Homo sapiens) + Cyclin-dependent kinase 5 activator 1 (Homo …; Recombinant CDK5/p35, ADP-Glo luminescence, 60 min; inhibition, % at 10 µM; 0.01% of 330,000 active; AID 488839, 2010;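 active means highest replicate inhibition of at least 50% and at least 75% of replicates reaching 50%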;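 further: plate controls were DMSO neutral control for no effect and GW8510 at 10 µM for full effect; many of its hits are not listed in these tables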
Target sequence (Q00535 whole entry, looked up): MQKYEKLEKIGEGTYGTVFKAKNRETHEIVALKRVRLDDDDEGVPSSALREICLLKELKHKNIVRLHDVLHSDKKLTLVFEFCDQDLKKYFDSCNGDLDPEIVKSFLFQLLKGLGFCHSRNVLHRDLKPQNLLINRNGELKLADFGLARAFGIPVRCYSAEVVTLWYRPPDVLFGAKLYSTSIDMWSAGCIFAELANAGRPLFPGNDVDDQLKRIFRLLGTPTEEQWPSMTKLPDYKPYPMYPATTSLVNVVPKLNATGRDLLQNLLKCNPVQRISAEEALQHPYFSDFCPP
Target sequence (Q15078 whole entry, looked up): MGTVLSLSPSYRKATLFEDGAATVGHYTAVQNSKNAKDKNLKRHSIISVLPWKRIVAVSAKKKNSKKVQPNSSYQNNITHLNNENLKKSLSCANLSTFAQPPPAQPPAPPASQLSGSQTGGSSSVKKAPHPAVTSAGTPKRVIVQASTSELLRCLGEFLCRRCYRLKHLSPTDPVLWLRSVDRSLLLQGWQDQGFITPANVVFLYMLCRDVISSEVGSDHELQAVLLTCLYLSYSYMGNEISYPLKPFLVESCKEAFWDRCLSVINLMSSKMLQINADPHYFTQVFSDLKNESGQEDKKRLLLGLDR
* hit, by the source's call; . = no result given. No enrichment for hits; 4.4% or so of the library scored in one or more.

SMILES	SR-BI DiI inh	Wnt bcat act	HTR5A ag	PvdQ inh	dFosB act	MITF act	RTF Ca sens act	SR-BI uptake up	Rtt109 Vps75	CDK5 inh
CCCCN1CC(COCc2ccccc2)Oc2cccc(N3CCCC3)c2S1(=O)=O (stereo not drawn)	21	-2	0	7	-3	-3	2	-21	4	0.9
O=C(CSc1nnnn1-c1ccc(Cl)cc1)Nc1cccnc1Cl	9	12	-1	-8	-3	-7	-1	-9	6	-1.8
CN(C)c1nc2n(c(=S)n1)CCS2	-13	.	5	-6	-12	.	0	13	-5	-0.6
CCOC(=O)n1c(=O)n(Cc2ccc(F)cc2)c2ccccc21	12	-2	1	-15	-8	4	-4	-12	-2	1.4
COc1ccc(OC)c(N(CC(=O)NC2CCCCCC2)S(=O)(=O)c2ccc(C)cc2)c1	-3	-1	-1	-15	-8	-11	3	3	-4	-3.4
N#Cc1c(N2C(=O)C3C4C=CC(C4)C3C2=O)sc2c1CCC2 (stereo not drawn)	-3	-8	0	8	4	-2	-21	3	-24	0.9
COc1ccccc1OCC(=O)N(Cc1nc(-c2ccccc2)no1)C(C)C	.	0	5	9	-5	.	-4	.	14	-1.5
Cc1nnc(SCCN2CCOCC2)n1-c1cccc(Cl)c1	-29	-2	5	-12	-1	.	9	29	1	0.7
C=CCN(C(=O)CNC(=O)c1ccco1)C(C(=O)NC1CCCCC1)c1ccc(OC)cc1 (stereo not drawn)	-1	-12	0	-8	-8	3	1	1	1	-0.8
CC(Sc1ccc(Cl)cc1)C(=O)NNC(=O)c1ccco1 (stereo not drawn)	-10	1	2	-9	0	-1	1	10	-4	0.1
NS(=O)(=O)c1ccc(NC(=O)C(=O)NCCC(=O)O)cc1	-18	0	2	-1	-4	-9	-2	18	-3	1.8
CC1CN(C(=O)NCc2ccccc2)c2cc(Cl)ccc2O1 (stereo not drawn)	20	-5	-1	-12	1	3	2	-20	0	-0.7
Cc1c(Cl)cccc1NC(=O)Nc1cnccn1	4	-1	-6	-4	5	-6	3	-4	0	-0.5
CC1CCCCN1C(=O)COC(=O)c1ccc2ccccc2n1 (stereo not drawn)	2	-1	0	-12	-5	0	-5	-2	-2	1.4
CN1CCN(C(CNC(=O)C(=O)Nc2ccc3c(c2)OCCO3)c2ccc(F)cc2)CC1 (stereo not drawn)	0	3	6	-2	-3	14	-9	0	-2	1.6
CN1CCN(C(=O)CCc2nc(-c3ccc(Cl)cc3)no2)CC1	-12	-2	0	-12	-2	-3	3	12	-2	-3.4
COc1ccc(-c2nnn(CC(=O)c3c[nH]c4ccccc34)n2)cc1OC	60	.	16	-11	3	-19	6	-60	.	1.4
Nc1nc(N)c(-c2cccc(C(F)(F)F)c2)c(Cc2cccc(C(F)(F)F)c2)n1	15	-2	0	-10	16*	-10	1	-15	1	0.8
Cc1ccc(-n2c3c(cc(C(=O)NCC(=O)c4ccccc4)c2=O)C(=O)CCC3)cc1	42	0	0	-7	-10	-1	1	-42	-13	0.5
COC(=O)c1c(NC(=O)c2ccccc2)sc(C(=O)c2ccccc2)c1C	-11	.	-2	-8	-6	-22	2	11	-3	-0.2
O=C(O)CCCCCNC(=O)Nc1ccc2c(c1)OCCO2	-3	.	0	3	0	1	1	24	1	0.0
O=C(CSc1nnc(Cc2ccccc2)o1)NCc1ccc2c(c1)OCO2	-6	-1	4	-8	-7	-4	-1	6	.	-0.5
COCCOc1nc2ccccc2nc1C	0	-7	0	6	-2	1	-5	0	6	-0.7
O=C(N/N=C/c1ccc(Br)cc1)c1ccccc1-n1cccc1	-11	-2	8	0	-9	-17	-1	11	-6	0.1
CC(C)c1ccc(OCc2ccc(C(=O)N(C)C)o2)cc1	-6	45*	2	8	-5	91*	-5	6	0	0.9

Carrying on.
SMILES	SR-BI DiI inh	Wnt bcat act	HTR5A ag	PvdQ inh	dFosB act	MITF act	RTF Ca sens act	SR-BI uptake up	Rtt109 Vps75	CDK5 inh
Cc1nonc1NC(=O)CSc1nc2ccccc2[nH]1	-22	.	2	10	-8	3	0	22	.	2.5
CCCCn1c(N)c(N(CC(C)C)C(=O)c2ccc(S(=O)(=O)N3CCC(C)CC3)cc2)c(=O)[nH]c1=O	-25	-3	3	-4	-5	3	-11	25	-1	-0.2
O=C(CSc1nnc(CNC(=O)c2c(F)cccc2Cl)o1)Nc1ccccc1	10	.	1	4	0	8	-6	-10	-2	0.6
O=C(NCCS(=O)(=O)N1CCN(c2ccc(F)cc2)CC1)c1ccc2c(c1)OCO2	-2	0	-4	0	-3	-8	7	2	5	-2.1
COC(=O)C(NC(C)=O)(Nc1sc2c(c1C(N)=O)CCCC2)C(F)(F)F (stereo not drawn)	-37	3	-3	6	-10	2	0	37	13	0.4
CCOc1ccc(S(=O)(=O)NCc2ccccn2)cc1NC(=O)c1ccccc1	18	-4	-4	-13	-7	-34	7	-18	-2	-1.2
CN(C(=O)C1CCCO1)c1nnc(-c2cnccn2)s1 (stereo not drawn)	-21	-3	1	-5	3	3	-7	21	2	1.2
CCN(CC)C(=O)c1ccccc1NC(=O)c1ccccc1SC	-30	-1	-4	-11	-8	-12	-4	30	.	-2.6
CCN1CCN(C(=O)Cn2nc(C)n3c(cc4c(OC)cccc43)c2=O)CC1	-14	-2	-1	-20	4	3	-1	14	-9	-2.3
Cc1c(C#N)c(N)nc2c3c(sc12)NC(=O)CC3c1ccccc1 (stereo not drawn)	11	1	2	-9	5	-7	-1	-11	-7	1.1
CCCCc1ccc(NC(=S)NN2CCOCC2)cc1	12	7	-3	-4	4	1	5	-12	14	-0.8
CC1CCCN(c2ccc(C(=O)NCC3CCCO3)cn2)C1 (stereo not drawn)	20	8	1	-13	-3	54	-1	-20	-5	2.0
O=C(NNC(=S)Nc1ccccc1)C1CCCCC1	-26	3	-3	-2	-2	-2	3	26	3	1.0
CCN1CCN(S(=O)(=O)c2ccc(S(=O)(=O)NC3CC3)cc2)CC1	-28	-8	2	-9	-3	3	-1	28	-3	-0.9
COc1ccc(N2CCN(C(=O)c3cc4c(s3)-c3ccccc3OC4)CC2)cc1	5	-1	-4	10	-7	.	1	-5	21	1.8
Cc1ccc(NC(=O)Nc2ccon2)cc1Cl	9	5	1	-11	9	36	2	-9	1	-0.7
Cn1nc(C(=O)NNC(=O)Cc2ccc(S(=O)(=O)N3CCOCC3)s2)c2ccccc2c1=O	-16	3	-1	-12	-8	3	3	16	-1	-0.9
CCOC(=O)c1c[nH]c2c(C)ccc(Cl)c2c1=O	-10	2	-1	-17	-8	-5	3	10	-16	-1.1
CCOC(=O)c1c(C)[nH]c(C(=O)COC(=O)C2=NNC(=O)CC2)c1C	4	-2	1	-6	-5	-8	2	-4	2	-1.3
O=S(=O)(Nc1c(F)cccc1F)c1ccc(Cl)nc1	-44	2	7	5	5	-6	0	44	-11	0.2
CCc1c(C(=O)NNC(=S)NCCc2ccccc2)csc1C	-21	0	-1	-1	-2	8	-3	21	3	0.1
CCOc1ccccc1C(=O)NCC(=O)N1CCN(Cc2ccc3c(c2)OCO3)CC1	57	.	2	-7	-13	26	1	-57	2	-2.7
O=c1c2ccccc2nnn1CSc1nnc(-c2cccc(S(=O)(=O)N3CCCCC3)c2)o1	14	-7	1	-4	2	-18	0	-14	-6	1.2
Cc1noc(/C=C/N(C)C)c1S(=O)(=O)N1CCN(c2ccccc2)CC1	16	-2	3	-13	0	.	12	-16	0	-0.5
Cn1c(-c2cnn(-c3ccccc3)c2N)n[nH]c1=S	-9	-1	2	-1	6	.	6	9	-6	-5.3

Reformatted comma-delimited: part of the list above.
Compound,SR-BI DiI inh,Wnt bcat act,HTR5A ag,PvdQ inh,dFosB act,MITF act,RTF Ca sens act,SR-BI uptake up,Rtt109 Vps75,CDK5 inh
O=C(NNC(=S)Nc1ccccc1)C1CCCCC1,-26,3,-3,-2,-2,-2,3,26,3,1.0
CCOC(=O)c1c(C)[nH]c(C(=O)COC(=O)C2=NNC(=O)CC2)c1C,4,-2,1,-6,-5,-8,2,-4,2,-1.3
CC1CCCN(c2ccc(C(=O)NCC3CCCO3)cn2)C1 (stereo not drawn),20,8,1,-13,-3,54,-1,-20,-5,2.0
CCOC(=O)c1c[nH]c2c(C)ccc(Cl)c2c1=O,-10,2,-1,-17,-8,-5,3,10,-16,-1.1

Next structures
SMILES	SR-BI DiI inh	Wnt bcat act	HTR5A ag	PvdQ inh	dFosB act	MITF act	RTF Ca sens act	SR-BI uptake up	Rtt109 Vps75	CDK5 inh
O=C(CCc1nc(-c2ccccc2F)no1)NC1CCN(Cc2ccccc2)CC1	13	-1	0	-13	0	6	2	-13	-2	0.9
Cc1ccc(SCC(=O)NC(=O)c2ccc(S(=O)(=O)N(C)C)cc2)cc1C	-39	-9	3	10	-2	1	4	39	1	0.2
O=C(c1cccc(S(=O)(=O)Nc2ccccc2F)c1)N1CCN(c2ccccc2F)CC1	-6	1	3	-3	-3	9	0	6	4	-1.1
COc1ccc(OC)c(NC(=O)COC(=O)CCC2CCCC2)c1	-12	4	6	-9	-6	14	-2	12	2	0.6
Cc1cc(C)c(C)c(OC(=O)c2sc(Cl)nc2C)c1	9	.	3	7	-7	3	-1	-9	2	1.0
COc1ccc(NC2CC(=O)N(c3cccc(C)c3)C2=O)cc1 (stereo not drawn)	-12	.	2	4	13	37	-2	12	16	-0.3
Cc1cc(C=C2C(=O)c3ccccc3C2=O)c(C)n1C	-30	63*	2	-2	-10	8	-2	30	1	0.8
Cc1ccc(S(=O)(=O)N2CCN(C(=O)CCN3C(=O)c4ccccc4C3=O)CC2)cc1C	-28	0	0	6	-4	-4	1	28	15	3.1
Cc1ccccc1C(=O)N/N=C1\SCC(=O)N1Cc1ccco1	-9	-8	-1	-9	0	-2	2	9	-2	1.1
C=C1C(C(=O)N2CCOCC2)C1C(=O)N1CCOCC1 (stereo not drawn)	-31	-2	12	-10	-2	-12	6	31	.	-1.7
CCOc1ccc2nc(NCCNC(=O)C(C)(C)C)c(C)cc2c1	1	0	0	-6	2	3	-3	-1	1	0.6
COc1cccc(NC(=O)COC(=O)/C=C/c2ccc(Cl)cc2Cl)c1	-25	-2	-2	-7	4	-1	4	25	6	-2.0
Cc1ccc(SCCC(=O)N2CCC(C(N)=O)CC2)cc1	-12	5	-1	3	0	9	-2	12	6	-0.4
Cc1ccc(C)c(C(=O)COC(=O)Cn2c(C)csc2=O)c1	7	-1	-5	0	0	9	-4	-7	24	-0.5
